Compound activity as filed in PubChem.
HKDC1 inhibitor = blocks human hexokinase HKDC1 activity. recombinant HKDC1, G6PDH/diaphorase resazurin coupled fluorescence. inhibition, % at 20 µM. Q2TB90. 0.16% of 340,000 active;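 active means inhibition above about 35% when tested at 20 µM, limit read from the data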;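 further: plate controls were DMSO wells with enzyme for no effect and DMSO wells lacking enzyme for full effect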
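Test system: Recombinant HKDC1 (HK5) hexokinase enzyme, produced in-house | Input: HKDC1 at 5 µg/mL | Buffer or medium: Tris pH 8.0 buffer with MgCl2, Tween-20, BSA, BME | Schedule: 90 min reaction incubation at room temperature, dark | Technique: Resazurin-to-resorufin fluorescence via G6PDH and diaphorase coupling, 525/613 nm | Controls: DMSO wells with and without enzyme mix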
SENP8 block = inhibitors of human SENP8 protease; 1.2% of 330,000 active; purified SENP8, Z-RLRGG-aminoluciferin cleavage, luminescence; inhibition, % at 10 µM; Q96LD8
SENP7 inh = blocks the human protease SENP7; Q9BQF6; recombinant SENP7, Z-RLRGG-aminoluciferin luminescence, 40 min; inhibition, % at 5 µM; 1.5% of 330,000 active; AID 434973;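 active means inhibition above about 50% at the single test dose, limit read from the data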;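 further: plate controls were DMSO with enzyme for no effect and no enzyme buffer wells for full effect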
Apaf1 inhib = blocks human Apaf-1 apoptosome activity. O14727. reconstituted apoptosome caspase-3 activity, DEVD-Rh110 fluorescence. inhibition, % at 20 µM. 0.71% of 330,000 active; active means inhibition of at least 40% at 20 µM;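 further: plate controls were DMSO wells for no effect and DEVD-CHO caspase inhibitor wells for full effect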
Target sequence (O14727 whole entry, looked up): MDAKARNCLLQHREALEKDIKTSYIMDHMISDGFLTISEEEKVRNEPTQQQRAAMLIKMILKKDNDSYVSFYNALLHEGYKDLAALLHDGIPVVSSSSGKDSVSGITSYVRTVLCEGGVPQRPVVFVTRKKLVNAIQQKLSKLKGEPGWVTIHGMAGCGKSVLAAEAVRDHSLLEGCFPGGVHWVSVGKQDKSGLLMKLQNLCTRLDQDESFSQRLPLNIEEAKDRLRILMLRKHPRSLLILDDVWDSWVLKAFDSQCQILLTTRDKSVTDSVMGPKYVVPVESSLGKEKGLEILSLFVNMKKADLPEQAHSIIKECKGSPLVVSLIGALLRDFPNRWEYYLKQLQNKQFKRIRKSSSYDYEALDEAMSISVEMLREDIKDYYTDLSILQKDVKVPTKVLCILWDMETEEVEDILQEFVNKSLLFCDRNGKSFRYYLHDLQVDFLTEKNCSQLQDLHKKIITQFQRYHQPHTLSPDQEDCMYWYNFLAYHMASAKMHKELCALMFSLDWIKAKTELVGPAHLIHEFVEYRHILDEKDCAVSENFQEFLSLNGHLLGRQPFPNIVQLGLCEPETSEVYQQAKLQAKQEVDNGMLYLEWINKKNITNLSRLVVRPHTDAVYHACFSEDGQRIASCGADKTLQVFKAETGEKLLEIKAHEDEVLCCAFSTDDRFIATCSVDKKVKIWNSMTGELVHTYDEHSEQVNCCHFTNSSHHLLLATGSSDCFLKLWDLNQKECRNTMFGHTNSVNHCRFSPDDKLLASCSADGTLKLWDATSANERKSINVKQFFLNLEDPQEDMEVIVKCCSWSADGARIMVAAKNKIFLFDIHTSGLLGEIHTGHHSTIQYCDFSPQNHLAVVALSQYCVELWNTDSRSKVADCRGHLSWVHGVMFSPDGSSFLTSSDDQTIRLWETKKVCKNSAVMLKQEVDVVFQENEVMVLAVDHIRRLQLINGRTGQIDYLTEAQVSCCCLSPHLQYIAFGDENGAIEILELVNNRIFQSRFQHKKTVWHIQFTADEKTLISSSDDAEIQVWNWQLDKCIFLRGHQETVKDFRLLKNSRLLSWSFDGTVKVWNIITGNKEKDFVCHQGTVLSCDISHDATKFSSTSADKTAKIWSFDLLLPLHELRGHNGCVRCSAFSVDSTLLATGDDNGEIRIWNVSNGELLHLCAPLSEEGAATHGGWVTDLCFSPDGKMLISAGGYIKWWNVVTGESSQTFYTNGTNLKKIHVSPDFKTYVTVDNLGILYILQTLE
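Medium: Hepes buffer, pH 7.5 / System: biochemical Apaf-1 apoptosome reconstitution / Measured by: Rh110 fluorescence, excitation 480 nm, emission 540 nm / Times: compound with Apaf-1, dATP, procaspase-3 30 min, then 50 min reaction, room temperature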
UBC13 inh = inhibitors of human UBC13 polyubiquitin chain formation | P61088 | TR-FRET | inhibition, % at 20 µM | 0.47% of 330,000 active; in the data active means inhibition above about 45%, passing the limit was not always enough
697 NFkB inh = inhibitors of the PMA/ionomycin-induced NF-kB reporter in 697 B cells; AID 435022; inhibition, % at 4 µM; 697 B-cell NF-kB luciferase reporter, 16 h; 0.33% of 330,000 active; in the data active means inhibition above about 35%
Gli-Sufu antag = antagonists of Gli-Sufu signaling. Sufu-KO-LIGHT fibroblasts, Gli luciferase reporter luminescence. inhibition, % at 5 µM. 0.74% of 340,000 active. AID 588413;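 active means inhibition above about 55%, limit read from the data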;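 further: 0% = DMSO-treated cells and 100% = wells with medium but no cells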
Jurkat NFkB inh = lowers PMA/ionomycin-induced NF-kB signal in Jurkat cells; PMA/ionomycin-induced NF-kB luciferase reporter, luminescence; inhibition, % at 4 µM; 0.53% of 330,000 active
* = called active by the depositor; . = not tested or not shown. Unless noted, no stated cut-off is given here; in the data, active means inhibition above about 50%; inactive means the rest. Hits appear at their usual frequency; any-hit rate near 3.6%.

SMILES	HKDC1 inhibitor	SENP8 block	SENP7 inh	Apaf1 inhib	UBC13 inh	697 NFkB inh	Gli-Sufu antag	Jurkat NFkB inh
Cc1cc(N2CCN(c3cccc(C(F)(F)F)c3)CC2)n2nc(C)nc2n1	-6	-11	10	14	-3	-18	11	6
CCn1nc(C)cc1C(=O)N1CCCC(N2CCN(Cc3ccc4c(c3)OCO4)CC2)C1 (configuration not stated)	-1	2	1	-4	6	-1	-12	11
CN(C(=O)COC(=O)c1ccccc1NCCO)C1CCS(=O)(=O)C1 (configuration not stated)	-5	7	-1	-6	9	-3	-1	10
Cc1nc(-c2noc(-c3cccc(Cl)c3)n2)c(C(F)(F)F)o1	10	-2	6	-6	7	-30	-13	-28
CC(C)(C)NC(=O)C(c1ccccn1)N(C(=O)c1ccc2c(c1)OCCO2)C1CCCC1 (configuration not stated)	-1	-4	12	-12	-3	-3	-6	-30
O=C(Nc1nc2ccccc2s1)C1=NN(c2ccccc2)C(=O)CC1	4	1	-1	11	-7	-8	-4	-12
CCCc1cc(=O)[nH]c(SCC(N)=O)n1	-4	-13	-5	-2	-9	9	-7	-14
Cc1ccccc1CC1(CO)CCCN(Cc2ccc(C#CC(C)(C)O)cc2)C1 (configuration not stated)	-1	1	2	6	8	-5	44	5
O=C(NCCCn1ccnc1)C(=O)NCC1OCCN1S(=O)(=O)c1ccccc1 (configuration not stated)	4	4	4	7	2	13	-9	-3
COc1cc(Br)c(Br)cc1N	-4	-7	12	-21	-8	-13	-1	-12

Structural class: the entries above containing a CF3 group
SMILES	HKDC1 inhibitor	SENP8 block	SENP7 inh	Apaf1 inhib	UBC13 inh	697 NFkB inh	Gli-Sufu antag	Jurkat NFkB inh
Cc1cc(N2CCN(c3cccc(C(F)(F)F)c3)CC2)n2nc(C)nc2n1	-6	-11	10	14	-3	-18	11	6
Cc1nc(-c2noc(-c3cccc(Cl)c3)n2)c(C(F)(F)F)o1	10	-2	6	-6	7	-30	-13	-28

New compounds follow.
SMILES	HKDC1 inhibitor	SENP8 block	SENP7 inh	Apaf1 inhib	UBC13 inh	697 NFkB inh	Gli-Sufu antag	Jurkat NFkB inh
CC(C)(C)C(=O)/C(=C/c1ccc(Cl)cc1)n1cncn1	-1	-5	-6	6	1	-21	-7	48
COc1ccc(N2CC(C)Cn3c2nc2c3c(=O)n(CCN3CCOCC3)c(=O)n2C)cc1 (configuration not stated)	-7	-1	-2	-2	-2	6	-2	11
CC(C)(C)c1ccc(-c2csc(NNC3=NCCCCC3)n2)cc1	-61	5	11	9	10	1	-3	-28
COc1cccc(C(c2c(O)nc(SC)n(C)c2=O)c2c(O)nc(SC)n(C)c2=O)c1	-2	-11	-5	-3	-7	-10	4	-1
CCN(CC)C(=O)c1ccc(-c2ccccc2)cc1	-2	-3	12	7	-2	-22	-10	-9
Cc1ccc(N2CC(C(=O)NCCCn3ccnc3)CC2=O)cc1 (configuration not stated)	-7	-7	3	5	-2	20	4	-9
O=C(COC(=O)[C@H](Cc1ccccc1)NC(=O)c1cccs1)NC1CC1	-9	2	3	-1	0	4	-6	4
O=C(O)CCCCCN1C(=O)C(O)=C(C(=O)/C=C/c2ccccc2)C1c1ccc2c(c1)OCO2 (configuration not stated)	-1	1	-4	26	-15	0	6	2
COc1ccc(OC)c(CNC(=O)Cc2c(C(=O)O)[nH]c3ccc(Cl)cc23)c1	-10	1	2	-5	-6	12	-8	-3
O=C(/C=C/c1ccco1)NCC(=O)N/N=C/c1ccc(Cl)cc1	-1	4	-5	0	6	6	10	-10
O=C(CN1C(=O)c2ccccc2C1=O)Nc1ccccc1	-6	-3	-5	-7	4	9	2	9
O=C(c1cccs1)N1CCN(S(=O)(=O)N2CCCCC2)CC1	-5	-5	-4	-7	9	1	12	-3
COc1cc(/C=N/Nc2nc3ccccc3s2)ccc1O	3	76*	82*	-19	1	-154	29	-129
C/C(=N\NC(=O)CN(c1ccccc1Br)S(C)(=O)=O)c1cccs1	-6	0	3	1	-2	5	-7	-3
NC(=O)COC(=O)c1c2c(nc3ccccc13)CCCCC2	-7	0	6	5	8	-10	-3	-9
CC(=O)Nc1cccc(/C(C)=N/NC(=O)c2ccccc2Cl)c1	-13	-3	-9	-7	-19	6	0	0
CCOc1ccc(C2CC(c3cccc(OC)c3OC)n3nnnc3N2)cc1Cl (configuration not stated)	-3	3	0	18	11	3	0	3
CCOC(=O)c1sc(C)c(C(=O)NCC(C)(C)CN(C)C)c1N	-6	11	0	-7	4	-19	4	-7
Cc1ccc(NC(=O)CCC(=O)NNC(=O)C(C)(C)C)c(C)c1	-9	1	1	-16	-2	21	5	1
CC1=C(C(=O)Nc2ccc(C)cc2C)C(c2cccc([N+](=O)[O-])c2)n2nc(C(=O)OC(C)C)nc2N1 (configuration not stated)	-10	-7	3	-5	-24	-133	-3	-63
CCNc1ccc(C(=O)NN=C2CCCC2)cc1[N+](=O)[O-]	-3	-5	-8	2	-58	7	8	18
CCCCN(Cc1ccccc1)S(=O)(=O)c1ccc2[nH]c(=O)oc2c1	1	-1	-3	7	0	8	1	-2
CCOC(=O)c1c(C)nc2sc3c(=O)n(-c4ccc(C(C)=O)cc4)nnc3c2c1-c1ccc(Cl)cc1	-4	-9	8	13	-13	2	2	11
O=C(C1CCCO1)N(c1cccc(Cl)c1)C1C=CS(=O)(=O)C1 (configuration not stated)	-6	-2	-3	-30	-2	6	-1	11
O=C1CCC(c2ccc3c(c2)CCC3)=NN1	-3	-12	-8	2	1	-5	5	-8
Cc1ccc(NC(=S)NC2CCSc3ccccc32)cc1C (configuration not stated)	0	0	-4	9	0	-8	-5	4
Cc1[nH]n(-c2cccc([N+](=O)[O-])c2)c(=O)c1-c1ccccc1	20	-6	3	2	8	19	5	2
C=CCn1c(SCc2ccc([N+](=O)[O-])cc2)nnc1C(C)NC(=O)c1ccccc1 (configuration not stated)	-5	-1	5	-1	-4	5	2	1
O=C(c1ccc(-c2ccccc2)cc1)N1CCN(c2ccccn2)CC1	0	-3	0	17	-4	4	4	14
COc1ccc(C(=O)OCC(=O)NC(=O)NC(C)C)cc1OC	-3	-5	2	-1	-6	3	-2	6
COc1ccccc1NC(=O)C1CC(=O)N(c2ccc(F)cc2)C1 (configuration not stated)	-2	-1	-5	4	4	0	24	10
CCCCCCc1nc(C(N)=O)c2[nH]c(=O)n(-c3ccc(OCC)cc3)c2n1	-4	-12	-3	18	11	-11	11	3
O=C(N/C(=C/c1ccc(F)cc1)C(=O)N1CCOCC1)c1ccccc1	-10	4	-3	0	2	25	24	-8
CCC1CN(S(=O)(=O)c2ccc3c(c2)NC(=O)CC(=O)N3)c2cc(Cl)ccc2O1 (configuration not stated)	-2	3	1	23	4	-17	6	-11
CC[C@@]1(C(=O)OC)N[C@H](CN(C)C(=O)c2ccc(C)cc2)[C@@H]2C(=O)N(Cc3ccccc3)C(=O)[C@@H]21	-5	-10	-7	3	-7	14	0	1
CCCCC(=O)NC(c1ccc([N+](=O)[O-])cc1)c1c(O)ccc2ccccc12 (configuration not stated)	13	6	-1	4	-13	-26	6	20
N=C1/C(=C\c2ccc(SCc3ccccc3)o2)C(=O)N=C2SC(CC(=O)N3CCOCC3)=NN12	9	3	7	5	3	8	-2	6
O=C1CCN(CCc2ccccc2)CCN1[C@H](CSc1ccc(Br)cc1)Cc1ccccc1	2	-5	-8	26	12	-6	2	10
C/C(=N\NC(=O)CO/N=C(\C)c1cccs1)c1ccc(N)cc1	0	-2	4	-11	-9	20	4	6
COc1cc(-c2cc(C(=O)Nc3ccc(S(=O)(=O)NCc4ccco4)cc3)c3ccccc3n2)cc(OC)c1OC	-1	-1	1	12	37	-9	14	49

An excerpt of these results, with each value named:
O=C(N/C(=C/c1ccc(F)cc1)C(=O)N1CCOCC1)c1ccccc1
- HKDC1 inhibitor = -10
- SENP8 block = 4
- SENP7 inh = -3
- Apaf1 inhib = 0
- UBC13 inh = 2
- 697 NFkB inh = 25
- Gli-Sufu antag = 24
- Jurkat NFkB inh = -8
CCC1CN(S(=O)(=O)c2ccc3c(c2)NC(=O)CC(=O)N3)c2cc(Cl)ccc2O1 (configuration not stated)
- HKDC1 inhibitor = -2
- SENP8 block = 3
- SENP7 inh = 1
- Apaf1 inhib = 23
- UBC13 inh = 4
- 697 NFkB inh = -17
- Gli-Sufu antag = 6
- Jurkat NFkB inh = -11

The listing continues:
SMILES	HKDC1 inhibitor	SENP8 block	SENP7 inh	Apaf1 inhib	UBC13 inh	697 NFkB inh	Gli-Sufu antag	Jurkat NFkB inh
O=C(CSc1n[nH]c(-c2ccccn2)n1)Nc1ccccc1F	-4	2	-3	-3	-7	9	-5	22
O=C(CSc1nnc(-c2ccccc2F)o1)N1CCCC1	0	6	-11	-6	-1	1	-39	-37
COc1cc(CNCCN(C)C)c(Br)cc1OC1CCCC1	-5	-2	7	0	6	-10	9	-15
COCCN(C(=O)C1CC(=O)N(Cc2ccc(C)cc2)C1)c1c(N)n(CC(C)C)c(=O)[nH]c1=O (configuration not stated)	3	-5	5	-5	-11	15	-1	7
O=S(=O)(NC1CCSc2ccccc21)c1ccccc1 (configuration not stated)	-1	2	5	11	1	-7	-2	-1
O=c1c(-c2ccccc2)n[nH]c2ccccc12	-2	-11	6	0	-10	-90	-80	-78
COc1ccc(CNC(=O)COC(=O)C2=COCCO2)cc1	-3	6	6	-3	-2	26	-5	-1
S=C1NCCOCCOCCNC(=S)N2CCOCCOCCN1CCOCCOCC2	-13	2	2	-1	1	21	2	11
COc1cccc(Cn2cccc(NC(=O)NCc3ccccc3)c2=O)c1	-1	-3	13	17	-4	-4	-11	0
CCN(CC)S(=O)(=O)c1ccc(N2CCCC2)c(C(=O)OCC(=O)N2CCCC2)c1	1	-6	1	6	-8	11	.	7

Some of these compounds in order of molar mass, rising.
SMILES	HKDC1 inhibitor	SENP8 block	SENP7 inh	Apaf1 inhib	UBC13 inh	697 NFkB inh	Gli-Sufu antag	Jurkat NFkB inh
O=C1CCC(c2ccc3c(c2)CCC3)=NN1	-3	-12	-8	2	1	-5	5	-8
CC(C)(C)c1ccc(-c2csc(NNC3=NCCCCC3)n2)cc1	-61	5	11	9	10	1	-3	-28
COc1cccc(Cn2cccc(NC(=O)NCc3ccccc3)c2=O)c1	-1	-3	13	17	-4	-4	-11	0
CCCCC(=O)NC(c1ccc([N+](=O)[O-])cc1)c1c(O)ccc2ccccc12 (configuration not stated)	13	6	-1	4	-13	-26	6	20
COc1cc(-c2cc(C(=O)Nc3ccc(S(=O)(=O)NCc4ccco4)cc3)c3ccccc3n2)cc(OC)c1OC	-1	-1	1	12	37	-9	14	49

Following part.
SMILES	HKDC1 inhibitor	SENP8 block	SENP7 inh	Apaf1 inhib	UBC13 inh	697 NFkB inh	Gli-Sufu antag	Jurkat NFkB inh
CC(C)CNC(=O)c1ccc(Cl)c(Cl)c1	-6	-9	-12	3	-3	-4	4	-8
CCc1ccccc1NC(=S)Nn1cnnc1	.	-5	-1	-5	-2	17	.	-1
CC(C)N(c1nnc(N)s1)C(C)C	0	9	5	-9	6	17	1	-21
CCn1c(Cc2ccccc2)nnc1SCc1nc2ccccc2c(=O)[nH]1	-4	-1	5	-1	2	14	1	-34
Cc1cccc(NC(=O)CN2CCN(CC(=O)Nc3ccc(-c4ccccc4)cc3)CC2)c1C	1	1	3	17	-2	3	19	13
COc1ccc(CNC(=O)COC(=O)C(CCSC)NC(=O)c2ccco2)cc1OC (configuration not stated)	-8	7	-1	-9	2	-1	0	4
Cc1ccccc1C(=O)NC(CC(C)C)C(=O)NN1C(=O)c2ccccc2C1=O (configuration not stated)	2	-14	0	2	-15	10	-3	-10
CCOc1ccc(C(C)=O)cc1CN1C(=O)NC2(CCCCC2C)C1=O (configuration not stated)	-3	0	4	3	7	16	-2	0
COc1ccc(N(CC(=O)NC2CCCC2)C(=O)Cn2nnc(-c3ccc(F)cc3)n2)cc1	-3	0	-4	18	4	13	32	4
COC(=O)C1=C(C)Nc2nnnn2C1c1cccs1 (configuration not stated)	-6	-1	6	24	-12	-1	1	-18
